OX1R antag: antagonists of human orexin 1 receptor; O43613; CHO/OX1R cells, Fluo-8 calcium fluorescence, orexin A; inhibition, % at 5 µM; hit rate 0.43% among 330,000; AID 434989;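 active = inhibition above its plate's threshold, mean inhibition of all tested compounds on the plate plus 3 SD, cut at about 37% in these data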;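 note: 0% = orexin A challenge wells and 100% = SB-334867-A antagonist wells; not every result past the cut was called active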
CHT allo act: allosteric activators of human choline transporter CHT | Q9GZV3 | CHT-expressing cells, membrane potential dye, choline EC20; stronger effect = higher value; LV-AA mutant CHT in HEK293 cells | B-score at 10 µM | hit rate 0.49% among 310,000 | AID 488977;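 active = initial fluorescence not abnormally high and integrated response B-score, plate-corrected, over 3 SD above library mean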
Target sequence (Q9GZV3 whole entry, looked up): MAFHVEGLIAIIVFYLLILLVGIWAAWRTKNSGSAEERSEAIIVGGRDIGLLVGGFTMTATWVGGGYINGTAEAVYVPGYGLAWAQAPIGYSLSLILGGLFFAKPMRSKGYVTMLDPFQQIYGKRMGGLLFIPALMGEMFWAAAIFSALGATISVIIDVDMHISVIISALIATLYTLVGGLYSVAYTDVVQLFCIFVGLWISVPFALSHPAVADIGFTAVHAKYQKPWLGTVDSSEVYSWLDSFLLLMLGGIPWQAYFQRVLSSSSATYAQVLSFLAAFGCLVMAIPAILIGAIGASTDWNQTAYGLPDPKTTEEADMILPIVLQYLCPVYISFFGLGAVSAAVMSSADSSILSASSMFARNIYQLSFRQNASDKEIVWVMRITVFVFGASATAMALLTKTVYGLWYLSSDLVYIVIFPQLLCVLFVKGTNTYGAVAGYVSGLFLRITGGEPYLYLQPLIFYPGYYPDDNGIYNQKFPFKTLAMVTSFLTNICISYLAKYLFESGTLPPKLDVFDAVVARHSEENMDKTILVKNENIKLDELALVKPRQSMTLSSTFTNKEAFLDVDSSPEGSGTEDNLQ
* marks the source's active call; other numbers are inactive results; i = inactive; . = no result given.

| item | SMILES | CHT allo act | OX1R antag |
| --- | --- | --- | --- |
| 1 | O=C(COc1ccccc1)Nc1nc(-c2ccncc2)cs1 | i | -18 |
| 2 | COc1ccc2c(c1)-c1nc(NC(=O)c3cccs3)sc1CC2 | i | -19 |
| 3 | O=C(CCC(=O)N1CCN(S(=O)(=O)c2ccc3ccccc3c2)CC1)Nc1cc(Cl)cc(Cl)c1 | i | -7 |
| 4 | Cc1cc(C)cc(NC(=O)CSc2nc3c(oc4ccccc43)c(=O)n2-c2ccccc2)c1 | i | -12 |
| 5 | Cc1ccccc1-n1c(-c2ccoc2C)n[nH]c1=S | i | -13 |
| 6 | COc1ccc2cc(CCNS(=O)(=O)c3c(C)cc(C)cc3C)c(=O)[nH]c2c1 | i | 11 |
| 7 | C/C(=N/NC(=O)c1cccc(Br)c1)C1CC2CCC1C2 (configuration not stated) | i | -7 |
| 8 | CCn1cc(C(=O)OCC(=O)Nc2cccc(S(=O)(=O)N3CCOCC3)c2)c(=O)c2ccc(C)nc21 | i | -25 |
| 9 | COC(=O)C1=C(C(=O)OC)[C@@H]2N(C)c3ccccc3[C@@]23C[C@@H](CO)N(C(=O)C2CCC2)C3=N1 | i | -26 |
| 10 | O=C(c1ccncc1)N1CCN(S(=O)(=O)c2cccc(C(F)(F)F)c2)CC1 | . | -28 |

Other results follow:
| item | SMILES | CHT allo act | OX1R antag |
| --- | --- | --- | --- |
| 11 | CC(=O)c1cc(-c2ccccc2)n(CCC(=O)NC(C)(C)C)c1C | i | -24 |
| 12 | Cc1ccc(NC(=O)CCN2C(=O)c3ccccc3Sc3ncccc32)cc1 | i | -21 |
| 13 | O=C(CSc1nc(-c2ccccc2)ns1)NCC1CCCO1 (configuration not stated) | i | -14 |
| 14 | O=C1C(=Cc2ccco2)C(=O)c2ccccc21 | i | -9 |
| 15 | CCN(CC(=O)N1CCN(Cc2ccccc2)CC1)S(=O)(=O)c1ccc(C)cc1 | i | -4 |
| 16 | Cc1cc(C)c2sc(N(CCN(C)C)C(=O)c3ccc4ccccc4c3)nc2c1 | i | -7 |
| 17 | COc1ccc(OC)c(NC(=O)CNC(=O)c2ccc([N+](=O)[O-])cc2)c1 | i | 2 |
| 18 | CCOC(=O)C(C(=O)OCC)C(C(=O)OCC)N1CCOCC1 (configuration not stated) | i | -1 |
| 19 | Cc1c(NC(=O)Nc2c(Cl)cccc2Cl)c(=O)n(-c2ccccc2)n1C | i | 16 |
| 20 | CCC(NC(=O)NCc1ccc2c(c1)OCO2)(C(F)(F)F)C(F)(F)F | i | -2 |

(listing goes on)
| item | SMILES | CHT allo act | OX1R antag |
| --- | --- | --- | --- |
| 21 | Cc1ccc(-c2noc(CCC(=O)NCC3CCCO3)n2)cc1 (configuration not stated) | i | -14 |
| 22 | CCOc1ccccc1C1C(C#N)=C(N)Oc2cc(C)n(C)c(=O)c21 (configuration not stated) | i | -11 |
| 23 | CCOC(=O)c1sc(NC(=O)CSc2nnc(C(C)C)n2CC)nc1C | i | -26 |
| 24 | O=C(/C=C/c1ccc(Br)cc1)c1ccc(NC2=NCCCS2)cc1 | i | -25 |
| 25 | O=C(Cn1c(=O)[nH]c2ccccc2c1=O)Nc1ccc2c(c1)OCO2 | i | -20 |
| 26 | CCN(CC(=O)Nc1c(F)cccc1F)C(=O)CCOc1ccccc1 | i | -10 |
| 27 | CCc1ccc(NC(=O)C2CCN(S(=O)(=O)c3ccc4c(c3)NC(=O)CO4)CC2)cc1 | i | -8 |
| 28 | COc1ccc(NC(=O)Cn2ccc(C(F)(F)F)n2)cc1S(=O)(=O)N1CCOCC1 | . | 15 |
| 29 | CCN(C(=O)COC(=O)CNC(=O)C12CC3CC(CC(C3)C1)C2)C1CCS(=O)(=O)C1 (configuration not stated) | i | -5 |
| 30 | CCCC(=O)Nc1sc(C)c(C)c1C#N | i | -20 |

Some of the entries so far, screen by screen:
[5] Cc1ccccc1-n1c(-c2ccoc2C)n[nH]c1=S
[6] COc1ccc2cc(CCNS(=O)(=O)c3c(C)cc(C)cc3C)c(=O)[nH]c2c1
[7] C/C(=N/NC(=O)c1cccc(Br)c1)C1CC2CCC1C2 (configuration not stated)
[8] CCn1cc(C(=O)OCC(=O)Nc2cccc(S(=O)(=O)N3CCOCC3)c2)c(=O)c2ccc(C)nc21
[9] COC(=O)C1=C(C(=O)OC)[C@@H]2N(C)c3ccccc3[C@@]23C[C@@H](CO)N(C(=O)C2CCC2)C3=N1
[10] O=C(c1ccncc1)N1CCN(S(=O)(=O)c2cccc(C(F)(F)F)c2)CC1
[11] CC(=O)c1cc(-c2ccccc2)n(CCC(=O)NC(C)(C)C)c1C
[12] Cc1ccc(NC(=O)CCN2C(=O)c3ccccc3Sc3ncccc32)cc1
[13] O=C(CSc1nc(-c2ccccc2)ns1)NCC1CCCO1 (configuration not stated)
[14] O=C1C(=Cc2ccco2)C(=O)c2ccccc21

Compound | 5 | 6 | 7 | 8 | 9 | 10 | 11 | 12 | 13 | 14
CHT allo act | i | i | i | i | i | . | i | i | i | i
OX1R antag | -13 | 11 | -7 | -25 | -26 | -28 | -24 | -21 | -14 | -9

[15] CCN(CC(=O)N1CCN(Cc2ccccc2)CC1)S(=O)(=O)c1ccc(C)cc1
[16] Cc1cc(C)c2sc(N(CCN(C)C)C(=O)c3ccc4ccccc4c3)nc2c1
[17] COc1ccc(OC)c(NC(=O)CNC(=O)c2ccc([N+](=O)[O-])cc2)c1
[18] CCOC(=O)C(C(=O)OCC)C(C(=O)OCC)N1CCOCC1 (configuration not stated)
[19] Cc1c(NC(=O)Nc2c(Cl)cccc2Cl)c(=O)n(-c2ccccc2)n1C
[20] CCC(NC(=O)NCc1ccc2c(c1)OCO2)(C(F)(F)F)C(F)(F)F
[21] Cc1ccc(-c2noc(CCC(=O)NCC3CCCO3)n2)cc1 (configuration not stated)
[22] CCOc1ccccc1C1C(C#N)=C(N)Oc2cc(C)n(C)c(=O)c21 (configuration not stated)
[23] CCOC(=O)c1sc(NC(=O)CSc2nnc(C(C)C)n2CC)nc1C
[24] O=C(/C=C/c1ccc(Br)cc1)c1ccc(NC2=NCCCS2)cc1

Compound | 15 | 16 | 17 | 18 | 19 | 20 | 21 | 22 | 23 | 24
CHT allo act | i | i | i | i | i | i | i | i | i | i
OX1R antag | -4 | -7 | 2 | -1 | 16 | -2 | -14 | -11 | -26 | -25

[25] O=C(Cn1c(=O)[nH]c2ccccc2c1=O)Nc1ccc2c(c1)OCO2
[26] CCN(CC(=O)Nc1c(F)cccc1F)C(=O)CCOc1ccccc1
[27] CCc1ccc(NC(=O)C2CCN(S(=O)(=O)c3ccc4c(c3)NC(=O)CO4)CC2)cc1

Compound | 25 | 26 | 27
CHT allo act | i | i | i
OX1R antag | -20 | -10 | -8

Next part.
| item | SMILES | CHT allo act | OX1R antag |
| --- | --- | --- | --- |
| 31 | Cn1ccnc1C1CCCCN1Cc1nc(-c2ccc(Cl)cc2)no1 (configuration not stated) | i | -31 |
| 32 | COC(=O)N/N=C\c1cc2c(cc1Br)OCO2 | i | -8 |
| 33 | CCN(CC)CCNC(=O)c1ccc(NC(=O)c2ccc(Cl)c(S(=O)(=O)N3CCCCCC3)c2)cc1 | i | -22 |
| 34 | CCOC(=O)C(=O)Nc1cc([N+](=O)[O-])ccc1C | i | -15 |
| 35 | O=C(NN1CCOCC1)c1cccc(COc2cccc(Br)c2)c1 | i | 0 |
| 36 | CC[C@]12c3[nH]c4ccccc4c3CCN1C(=O)C(CC(=O)NCCC1=CCCCC1)C[C@@H]2C(=O)N1CCN(C(=O)C2CC2)CC1 (some centres not stated) | . | -44 |
| 37 | Cc1cc(N2C(=O)c3ccc(C(=O)Nc4ccc(CC(=O)O)cc4)cc3C2=O)no1 | i | 7 |
| 38 | Cc1ccc(S(=O)(=O)NNC(=O)c2sc(NS(=O)(=O)c3ccccc3)nc2C)cc1 | i | -11 |
| 39 | CC(=O)Nc1ccccc1C(=O)C(=O)Nc1ccc(C(=O)NCC2CCCO2)cc1 (configuration not stated) | i | -3 |
| 40 | CCOC(=O)c1[nH]c2ccc(OC)cc2c1NC(=O)c1cccc(OC)c1 | i | -20 |

The listing continues:
| item | SMILES | CHT allo act | OX1R antag |
| --- | --- | --- | --- |
| 41 | O=C(NNS(=O)(=O)c1ccccc1)c1csc(-c2cccnc2)n1 | i | -21 |
| 42 | COc1ccc(S(=O)(=O)N(C)C[C@H]2Oc3ccc(NC(=O)CCC(F)(F)F)cc3C(=O)N([C@H](C)CO)C[C@@H]2C)cc1 | . | -17 |
| 43 | CCCN(c1ccccc1C(=O)O)S(=O)(=O)c1ccc2c(c1)n(C)c(=O)n2C | i | -15 |
| 44 | CCOP(=O)(OCC)c1nc(-c2ccccc2)oc1N1CCCCC1 | i | -9 |
| 45 | CN(c1nc(-c2ccc(Br)cc2)cs1)C1CCS(=O)(=O)C1 (configuration not stated) | i | -1 |
| 46 | CCC(C(=O)NCCN1CCN(C)CC1)n1c(C)c2cnn(-c3ccccc3)c(=O)c2c1C (configuration not stated) | i | -16 |
| 47 | O=C(c1cccc(COc2ccc(Cl)cc2Cl)c1)N1CCN(c2ccccn2)CC1 | i | -13 |
| 48 | CCc1ccc2c(c1)c1nnc(NN)nc1n2C | i | -36 |
| 49 | COc1ccc2c(C)c(Cc3ccccc3)c(=O)oc2c1OC | i | -31 |
| 50 | Cc1ccc(CN2CC(C(=O)Nc3ccc(F)c([N+](=O)[O-])c3)CC2=O)cc1 (configuration not stated) | i | -25 |

Excerpt, nos. 49 to 50
| item | SMILES | CHT allo act | OX1R antag |
| --- | --- | --- | --- |
| 49 | COc1ccc2c(C)c(Cc3ccccc3)c(=O)oc2c1OC | i | -31 |
| 50 | Cc1ccc(CN2CC(C(=O)Nc3ccc(F)c([N+](=O)[O-])c3)CC2=O)cc1 (configuration not stated) | i | -25 |

(continued)
| item | SMILES | CHT allo act | OX1R antag |
| --- | --- | --- | --- |
| 51 | O=C(COC(=O)CCN1C(=O)/C(=C\C=C\c2ccccc2)SC1=S)Nc1cc(F)ccc1F | i | -16 |
| 52 | Cc1ccc(C2(C)NC(=O)N(CC(=O)Nc3cc(S(=O)(=O)N(C)C)ccc3C)C2=O)cc1 (configuration not stated) | i | -6 |
| 53 | O=[N+]([O-])c1ccc2nc(CCCc3nc4ccc([N+](=O)[O-])cc4[nH]3)[nH]c2c1 | i | -21 |
| 54 | CCOC(=O)C(=CNc1nc2ccc(C(=O)OCC)cc2s1)C(=O)OCC | i | -26 |
| 55 | C/C=C(\C)CN1CCC(Oc2cc(C(=O)NC3CC3)ccc2OC)CC1 | i | -11 |
| 56 | CSc1ncccc1C(=O)N1CCN(C(=O)c2ccccc2)CC1 | i | -2 |
| 57 | O=C1CCN(CCCc2ccccc2)CCN1[C@H](CO)Cc1ccccc1 | i | -31 |
| 58 | CCCCC[n+]1ccn(-c2nc3ccccc3nc2[N-]S(=O)(=O)c2ccc(C)cc2)c1 | i | -31 |
| 59 | Cn1ccnc1SCc1cc(=O)[nH]c2ccccc12 | i | 34 |
| 60 | O=C(CCN1C(=O)/C(=C/c2cccs2)SC1=S)N1CCCCC1 | i | -30 |

The list continues:
| item | SMILES | CHT allo act | OX1R antag |
| --- | --- | --- | --- |
| 61 | O=C(CSc1nnc(SCc2ccc(Cl)cc2)s1)N/N=C/c1c[nH]c2ccccc12 | i | -11 |
| 62 | O=S(=O)(c1ccc(F)cc1)N1CCN(c2nc(-c3ccc(F)cc3)cs2)CC1 | i | -11 |
| 63 | COc1ccc(C2=C(Nc3ccc(C)cc3)c3ccccc3C2=O)cc1 | i | -30 |
| 64 | O=S(=O)(NCC(c1cccnc1)N1CCN(c2ccccc2)CC1)c1cc(F)ccc1F (configuration not stated) | i | -22 |
